Screening data (PubChem BioAssay)
Giardia FBPA inh = inhibitors of Giardia lamblia fructose-1,6-bisphosphate aldolase; Potency, µM (titrated, usually from 59.6 µM), for the others: at the highest dose activity, negative = inhibition, actives largely listed as inhibitors; 0.71% of 290,000 active; purified Giardia FBPA; AID 2451; further: potency means the concentration at half of the fitted maximal effect; nearly all actives have a fitted effect of over 55% in size
Target sequence (A8B2U2 whole entry, looked up): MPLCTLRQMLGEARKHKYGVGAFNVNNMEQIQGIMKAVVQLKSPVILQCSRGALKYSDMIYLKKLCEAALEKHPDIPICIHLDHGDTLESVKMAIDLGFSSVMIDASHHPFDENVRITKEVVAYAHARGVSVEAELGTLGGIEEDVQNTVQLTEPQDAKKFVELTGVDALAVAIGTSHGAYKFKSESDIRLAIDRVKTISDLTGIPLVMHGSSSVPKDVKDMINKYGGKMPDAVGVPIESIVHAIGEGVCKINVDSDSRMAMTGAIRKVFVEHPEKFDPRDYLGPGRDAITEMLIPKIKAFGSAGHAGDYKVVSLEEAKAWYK
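40 nM FBPA preincubated 10 min at RT with compound (up to 57.5 uM final), then substrate plus GAPDH/TPI/NAD/arsenate coupling and diaphorase/resazurin added. Fluorescence read after 20 min at RT, 525/598 nm.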
Sm TGR block = S. mansoni TGR enzyme inhibition | Q962Y6 | purified TGR, DTNB reduction, TNB absorbance 405 nm | Potency, µM (highest dose often 114 µM), inactives show at the highest dose activity change, negative = inhibition, actives largely listed as inhibitors | 3% of 360,000 active; further: potency means the concentration at half of the fitted maximal effect; nearly all actives have a fitted effect of over 60% in size
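TGR 20 nM + NADPH 100 uM (dispensed conc.), cpd preinc 15 min RT; start with NADPH (500 uM addition) then DTNB (15 mM addition). Kinetic TNB absorbance, 405 nm filter. Four-parameter Hill fit across titration.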
HCV inh = inhibitors of hepatitis C virus infection; Huh7.5.1 HCVcc-Cre infection, luciferase reporter, 44 h; Potency, µM (doses to about 41.8 µM), for the others: at the top dose activity change, negative = inhibition, most hits filed as inhibitors; 3.4% of 340,000 active; AID 651820; further: potency means the concentration at half of the fitted maximal effect
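Seed cells (1,000/well) for 4 h; treat with compound and infect with HCVcc-Cre, moi about 0.5. Incubate 44 h, then detect luciferase activity.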
HCMV inh = human cytomegalovirus inhibition; HFF cells, HCMV-luciferase reporter, 72 h; hits give low values; activity change, negative = inhibition, % at 57.5 µM; 4.5% of 410,000 active; in the data active means activity change below about -60%; inconclusive means no clear call, values can overlap the other calls; inactive means above about -39%
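Screen run at 2 compound doses on HFFs infected with reporter HCMV, MOI 1 PFU/cell. Luciferase activity from cell lysates at 72 h post infection gave inhibition relative to buffer-only and Salinomycin wells.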
AmpC detergent = blocks E. coli AmpC beta-lactamase in detergent assay; Potency, µM (doses to about 114 µM), for inactives: top-dose activity change, negative = inhibition, actives largely listed as inhibitors; 0.041% of 370,000 active; AmpC hydrolysis of nitrocefin, absorbance 480 nm, 0.01% Triton;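 further: potency means the concentration at half of the fitted maximal effect; 0% = no-compound wells and -100% = no-enzyme wells; nearly all actives have a fitted effect of over 25% in size; some results filed as inactive show a strong effect at the top dose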
Target sequence (P00811 whole entry, looked up): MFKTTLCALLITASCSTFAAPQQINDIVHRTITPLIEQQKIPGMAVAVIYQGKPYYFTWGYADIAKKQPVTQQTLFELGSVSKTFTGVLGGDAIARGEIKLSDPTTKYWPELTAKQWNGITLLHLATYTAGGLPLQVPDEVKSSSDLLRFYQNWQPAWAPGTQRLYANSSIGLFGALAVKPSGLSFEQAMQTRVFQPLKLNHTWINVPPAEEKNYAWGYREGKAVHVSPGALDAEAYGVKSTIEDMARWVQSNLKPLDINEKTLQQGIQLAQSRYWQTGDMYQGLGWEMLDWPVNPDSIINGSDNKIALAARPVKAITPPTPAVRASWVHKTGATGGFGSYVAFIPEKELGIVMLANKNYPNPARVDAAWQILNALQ
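20 mM phosphate pH 7.0 + 0.01% (detergent screen) or 0.0001% Triton X-100; 5.3 nM AmpC reagent; cpd preinc 15 min RT; nitrocefin (800 uM stock) to start; A480 q20 s × 4 min; Activity was normalised to no-enzyme and no-compound control wells.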
AmpC inh no detg = AmpC beta-lactamase inhibition without detergent; AmpC nitrocefin hydrolysis, absorbance 480 nm, 0.0001% Triton; Potency, µM (top dose mostly 57.1 µM), for inactives: at the top dose activity change, negative = inhibition, hits mostly inhibitors; 0.52% of 330,000 active; AID 485341;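 further: potency means the concentration at half of the fitted maximal effect; plate controls were no compound for no effect and no enzyme for full effect; nearly all actives have a fitted effect of over 20% in size; some results filed as inactive show a strong effect at the top dose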
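20 mM phosphate pH 7.0 + 0.01% (detergent screen) or 0.0001% Triton X-100; 5.3 nM AmpC reagent; cpd preinc 15 min RT; nitrocefin (800 uM stock) to start; A480 q20 s × 4 min; Activity was normalised to no-enzyme and no-compound control wells.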
* hit, by the source's call; ? = inconclusive; . = not tested or not shown; & = joins results of further samples; [ ] = dose if it differs, or a comment. Unless noted, the call rests on the fitted dose curve; in most records, active means well fitted curve in the direction sought with a large enough effect; inconclusive means small, poorly fitted or top-dose-only effect, or another doubt; inactive means no such curve, though single readings can be large; an effect the other way counts as inactive or inconclusive. Unless noted, on the % scale 0 is the no-effect control and ±100 the full control effect. No enrichment for hits (roughly 9.9% active in at least one column).

Sample of the layout (4 entries):
SMILES | AmpC inh no detg | HCV inh | AmpC detergent | HCMV inh | Giardia FBPA inh | Sm TGR block
CSc1ncc(Cl)c(C(=O)Nc2cc(C)ccc2C)n1 | -11% | 12% | -8% | 15 | 12% | -1%
CC(=O)Nc1nc(C)nc(-c2ccccc2)c1C(C)=O | -11% | 6% | -9% | 14 | 16µM* | -32%
CN(C)c1ccc(/C=N/NC(=O)C(O)c2ccc(Br)cc2)cc1 (stereo unspecified) | -20% | -8% | 6% | ? | 4% | .
COc1ccc(S(=O)(=O)N2CCN(c3ccccc3F)CC2)cc1-c1noc(C)n1 | . | . | -12% | -15 | . | -12%

All compounds of this part, from the first entry:
SMILES | AmpC inh no detg | HCV inh | AmpC detergent | HCMV inh | Giardia FBPA inh | Sm TGR block
CSc1ncc(Cl)c(C(=O)Nc2cc(C)ccc2C)n1 | -11% | 12% | -8% | 15 | 12% | -1%
CC(=O)Nc1nc(C)nc(-c2ccccc2)c1C(C)=O | -11% | 6% | -9% | 14 | 16µM* | -32%
CN(C)c1ccc(/C=N/NC(=O)C(O)c2ccc(Br)cc2)cc1 (stereo unspecified) | -20% | -8% | 6% | ? | 4% | .
COc1ccc(S(=O)(=O)N2CCN(c3ccccc3F)CC2)cc1-c1noc(C)n1 | . | . | -12% | -15 | . | -12%
Clc1ccc(Cn2cc(/C=N/n3cnnc3)c3ccccc32)cc1 | 33% | 10µM* | ? | 7 | 0% | -12%
Cc1nn(CC(=O)Nc2ccc3c(c2)OCO3)c(C)c1Cl | -16% | 7% | -1% | 17 | . | -15%
O=C(CCN1C(=O)C2CC=C(Cl)CC2C1=O)NC1CCCCC1 (stereo unspecified) | -3% | -4% | ? | -19 | 0% | 0%
Cc1ccc(C(=O)O)cc1S(=O)(=O)Nc1ccccc1C(=O)NC1CC1 | -8% | 6% | 0% | 1 | . | -4%
CCCN1CN(c2ccccc2)C(=S)N(c2ccccc2)C1 | -4% | 21% | -8% | -39 | 3% | -1%
Cc1ccc(N(CC(=O)NC2CCCCC2)C(=O)CNC(=O)c2cccs2)cc1 | 25% | -22% | -7% | 6 | 4% | -1%
CCOc1ccc(N=CNc2ccc(OCC)cc2)cc1 | -24% | 7% | -5% | -31 | 3% | -12%
O=C(OCc1ccc([N+](=O)[O-])cc1Cl)c1cnccn1 | 3% | 8% | 9% | 20 | -1% | -3%
O=C1C(=C(O)c2ccccc2)C(=O)c2ccccc21 | -29% | -2% | -12% | 39 | -5% | -15%
COc1cc(S(=O)(=O)NCc2ccc3c(c2)OCO3)ccc1Cl | -27% | 23% | ? | 22 | 2% | -17%
CC12CC3CC(C)(C1)CC(C(=O)NC(=S)N1CCOCC1)(C3)C2 | 49% | -6% | -2% | -6 | 0% | 15%
CC(=O)c1ccc(S(=O)(=O)NCC(=O)Nc2nc3ccccc3[nH]2)cc1 | -29% | 15% | -3% | 13 | . | -2%
CCc1cccc(NC(=O)c2cc3c(=O)n(Cc4ccc(OC)cc4)ccc3nc2C)c1 | . | . | -3% | 0 | . | 4%
CC(C)C(O)(C(=O)NNc1ccccc1)C(C)C | -3% | -13% | 2% | 25 | 0% | 5%
COc1ccc(/C=C/c2ccccc2)cc1[C@H]1[C@H]2C=CC[C@@H](C)[C@@H]2C(=O)N1Cc1ccccc1 | -6% | -21% | -5% | -11 | 3% | ?
Cc1nc(NC(=O)c2cccc(Cl)c2)sc1C(=O)N1CCCCC1 | 45% | -29% | 1% | ? | -3% | 3%
CCC(=O)Nc1nc(N)n(-c2ccccc2)n1 | -10% | 9% | -7% | 35 | 1% | 10%
Cn1ccnc1SCC(=O)NC1(C#N)CCCCC1 | -15% | 2% | -17% | 2 | . | 5%
COc1ccc(N2CCN(c3nc4ccc(C)cc4n4nnnc34)CC2)cc1 | . | . | 8% | ? | . | 8%
CCOC(=O)N/N=C/c1c(F)cccc1F | -17% | 15% | -10% | -11 | 0% | -2%
Cc1ccc(S(=O)(=O)NCCC(=O)NC2CCN(Cc3ccccc3)CC2)cc1 | 28% | -8% | 0% | -22 | . | -2%
Cc1ccc(C)[n+](CC(=O)N2CCCCC2)c1 | -2% | 10% | -1% | 22 | 3% | 6%
Cc1ccc(NC(=O)Cn2c(=O)oc3ccccc32)cc1C | -50% | 11% | -17%&16% | 18&8 | 1% | -5%&2%
COc1ccc(C(CNC(=O)COc2ccc([N+](=O)[O-])cc2)N2CCCCC2)cc1 (stereo unspecified) | -15% | -7% | -2% | 14 | 1% | 7%
COCC(=O)Nc1ccc(Br)c(C)c1 | -1% | 1% | 1% | 79 | -1% | 0%
COc1cc(NC(=O)COc2ccccc2)c(OC)cc1NC(C)=O | 55% | 4% | 5% | -10 | -8% | 0%
COc1ccc(C)cc1NC(=O)C1CCN(S(=O)(=O)c2cccs2)CC1 | -9% | 11% | ? | -32 | 4% | 9%
CCNC(=O)NC(=O)CSc1nc2ccccc2n1CCOC | -6% | 26% | -3% | 12 | 3% | 4%
CCCOc1cccc(C(=O)Nc2cccc(NC(=O)c3ccco3)c2)c1 | -24% | 25µM* | ? | -8 | -2% | 5%
Cc1cccc(OCC(=O)N2CCc3ccccc3C2)c1 | -12% | 4% | -11% | 18 | -3% | -1%
CN1C(=O)CC(c2ccccc2)Nc2ccccc21 (stereo unspecified) | -3% | 5% | 5% | 57 | -7% | -3%
O=C(COc1ccc(Cl)cc1Cl)NCC(=O)N/N=C/c1c[nH]c2ccccc12 | -26% | 17% | -3% | 40 | -1% | -10%
COC(=O)CCCCC1SCC2NC(=O)NC21 (stereo unspecified) | -19% | 3% | 6% | -3 | 0% | 6%
CCc1ccc(C(=O)COC(=O)C(Cc2c[nH]c3ccccc23)NC(=O)c2ccc(Br)cc2)cc1 (stereo unspecified) | . | . | 3% | 24 | . | -3%
CCOC(=O)N1CCN(C(=O)c2oc3ccc(S(=O)(=O)N4CCCCCC4)cc3c2C)CC1 | 191%[activator] | ? | -12% | ? | 0% | -11%
COCCN(CCOC)S(=O)(=O)NC[C@H]1O[C@@H](n2cnc3c(N)ncnc32)[C@H](O)[C@@H]1O | -11% | 53%[activator] | . | -10 | . | .
O=C(COC(=O)C12CC3CC(CC(O)(C3)C1)C2)NCCc1ccc(Cl)cc1 | 43% | -2% | 2% | -20 | 1% | -1%
CC(Sc1nnnn1C)C(=O)NC1CCCC1 (stereo unspecified) | -17% | 12% | . | -36 | . | .
COc1ccc(S(=O)(=O)N2CCCC(C(=O)O)C2)cc1Cl (stereo unspecified) | . | -1% | 1% | -28 | 9% | 19%
O=C(/C=C/NNC(=O)c1cccc(Br)c1)c1cccc(Br)c1 | -33% | ? | -5% | 27 | 7% | -9%
COc1ccc([C@@H]2[C@@H]3C(=O)N(C(C)(C)C)C(=O)[C@@H]3[C@]3(Cc4ccc(Cl)cc4)C(=O)N(c4ccc(C)cc4)C(=O)N23)cc1 | 52% | 3% | 3% | 2 | . | 3%
Cc1cc(C)cc(C(=O)Nc2nnc3n2CCS3)c1 | . | . | 2% | -9 | . | 3%
N#Cc1ccccc1Cn1c(=O)n(-c2cccc(C(F)(F)F)c2)c(=O)c2sccc21 | . | . | 14% | 5 | . | 1%
O=C(CSc1nncc(=O)[nH]1)NC1CCCCC1 | -9% | 4% | -2% | -26 | -12% | -9%
Cc1ccc(-c2c(C(=O)N3CCN(c4cccc(C)c4C)CC3)oc(=O)c3ccccc23)cc1 | . | . | 2% | -33 | . | 13%
O=C(Cn1cnc2sc3c(c2c1=O)CCCC3)NCC(=O)Nc1c(F)cccc1F | -8% | 9% | -5% | 0 | . | 1%
Cc1ccc(Cl)cc1N1CCN(C(=O)c2ccc3c(c2)CCN3S(=O)(=O)c2ccccc2)CC1 | . | . | 13% | -4 | . | 4%
CC1CCN(S(=O)(=O)c2ccc3c(c2)N(CC(=O)N2CCN(c4ccc(Cl)cc4)CC2)C(=O)CO3)CC1 | . | . | 7% | 8 | . | 6%
CCCCN(CCCNC(=O)C1CCN(C(=O)c2cc3sccc3n2C)CC1)Cc1ccccc1 | 203%[activator] | ? | 2% | ? | -10% | 14%
Cc1ccc(NC(=O)Cn2cnc3sc(C)c(S(=O)(=O)N4CCN(c5ncccn5)CC4)c3c2=O)cc1F | . | . | 16% | 3 | . | -1%
CC(=O)Cc1nsc(NC(=O)C2Cc3ccccc3C(=O)O2)n1 (stereo unspecified) | -30% | 9% | 4% | -11 | 0% | -30%
Cc1ccc(NC(=S)NC(=O)c2ccc(F)cc2)cc1S(=O)(=O)Nc1ccccc1Cl | -32% | ? | -9% | ? | 0% | -17%
O=C(CSc1nnnn1C1CCCCC1)N1CCCC1 | 1% | -2% | ? | 6 | 1% | -10%
Cc1cc(C)cc(-n2ccnc2SCC(=O)Nc2cccc3ccccc23)c1 | . | . | 2% | -29 | . | 8%
COc1ccc(NC(=O)CSCC(=O)Nc2ccc(S(=O)(=O)N3CCCC3)cc2)cc1 | -28% | 2% | -3% | 5 | . | -1%
COc1ccc(C)cc1NC(=O)CSc1nc2ccccc2nc1N1CCCCC1 | -16% | -21% | -13% | 34 | -1% | -11%

Further entries follow.
SMILES | AmpC inh no detg | HCV inh | AmpC detergent | HCMV inh | Giardia FBPA inh | Sm TGR block
CC(C)OP(=O)(c1ccccc1)c1ccccc1 | 1% | 5% | -3% | ? | 0% | 3%
Cc1cc(NC(=O)Nc2cccs2)no1 | -24% | ? | 3% | 2 | -11% | -3%
Cc1ccc2ncc(C(=O)NCCc3ccc(S(N)(=O)=O)cc3)c(=O)n2c1 | . | . | 18% | 60 | . | 3%
CCc1cccc(NC(=O)CN2C(=O)COc3ccc(S(=O)(=O)Nc4ccccc4)cc32)c1 | . | . | 24% | 8 | . | 9%
CCN(CC)C(=O)c1sc2c(c1C)c(=O)n(Cc1ccccc1)c(=O)n2Cc1ccccc1C | . | . | 9% | 0 | . | 0%
COc1cccc(N2CCN(C(C)C(=O)NC34CC5CC(CC(C5)C3)C4)CC2)c1 (stereo unspecified) | 120%[activator] | -21% | -14% | -19 | -2% | 2%
Cc1cc2[nH]c3c(c[n+](C)c4ccccc34)c2cc1C | -9% | 5µM* | 4% | -98* | -19% | 4%
CC(=O)CSc1nc2ccccc2s1 | -21% | 8% | -2% | 47 | -2% | -2%
CC1=C(c2ccc(Cl)cc2)S(=O)(=O)N=C1N1CCC(C(=O)NCCc2ccco2)CC1 | . | . | 0% | -4 | . | -18%
CCOc1ccccc1C(=O)Nc1ccc(S(=O)(=O)N2CCCCC2c2cccnc2)cc1 (stereo unspecified) | . | . | -11% | -34 | . | -2%
COCCN(C(=O)C(C)C)c1nnc(-c2cccc(C)c2)s1 | 122%[activator] | -10% | 10% | 17 | 1% | 0%
COc1ccc(C(=O)CSc2nc3ccccc3n2CC(=O)c2ccccc2)cc1 | 39% | ? | -2% | -66* | 18% | 6%
